Assay outcomes from PubChem.
TDP1 cell noCPT: qHTS for Inhibitors of human tyrosyl-DNA phosphodiesterase 1 (TDP1): qHTS in cells in absence of CPT | Potency, µM (titrated, usually from 46.2 µM), without a hit: top-dose activity change, negative = growth inhibition, hits mostly inhibitors | AID 686978, 2013 | DT40 Tdp1-/- hTDP1 cells, no CPT, ATP luminescence, 48 h | 420,000 compounds, 15% hits; also: nearly all actives have a fitted effect of over 55% in size
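Growth of hTDP1-complemented DT40 Tdp1-knockout cells is measured by ATP luminescence after at least 48 hr compound exposure at 37 °C, with DMSO substituting for the 20 nM CPT used in the parallel screen.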
GCN5L2 inh: blocks human GCN5L2 histone acetyltransferase | Q92830 | GCN5L2 HAT assay, ThioGlo1 CoA-SH fluorescence | Potency, µM (top dose mostly 58.9 µM), inactives show at the highest dose activity change, negative = inhibition, most hits filed as inhibitors | 390,000 compounds, 0.21% hits
Target sequence (Q92830 whole entry, looked up): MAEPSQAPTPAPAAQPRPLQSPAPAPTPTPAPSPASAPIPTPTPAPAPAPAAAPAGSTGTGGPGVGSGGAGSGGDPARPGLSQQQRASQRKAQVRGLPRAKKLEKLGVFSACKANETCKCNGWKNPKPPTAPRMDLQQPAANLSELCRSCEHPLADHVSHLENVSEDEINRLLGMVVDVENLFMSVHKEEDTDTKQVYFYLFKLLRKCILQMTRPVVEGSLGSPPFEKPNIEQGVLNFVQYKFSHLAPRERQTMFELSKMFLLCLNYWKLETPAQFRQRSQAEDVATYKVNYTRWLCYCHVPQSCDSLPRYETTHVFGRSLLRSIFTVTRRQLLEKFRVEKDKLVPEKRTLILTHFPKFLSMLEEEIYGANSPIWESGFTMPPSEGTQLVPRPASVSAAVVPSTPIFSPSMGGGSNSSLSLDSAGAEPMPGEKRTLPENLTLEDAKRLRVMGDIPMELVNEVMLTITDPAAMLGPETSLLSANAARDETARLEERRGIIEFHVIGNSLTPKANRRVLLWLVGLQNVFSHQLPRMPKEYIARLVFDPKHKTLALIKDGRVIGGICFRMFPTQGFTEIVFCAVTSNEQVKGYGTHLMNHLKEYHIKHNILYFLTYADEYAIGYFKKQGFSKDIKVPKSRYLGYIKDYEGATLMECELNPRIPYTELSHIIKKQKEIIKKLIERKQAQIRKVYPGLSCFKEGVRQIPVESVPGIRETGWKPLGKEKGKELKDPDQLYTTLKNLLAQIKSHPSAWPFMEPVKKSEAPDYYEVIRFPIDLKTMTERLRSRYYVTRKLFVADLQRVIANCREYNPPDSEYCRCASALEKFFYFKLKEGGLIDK
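qHTS, 1536-well. 20nM enzyme, pH 7.5 HEPES/EDTA/Tween-20 buffer; 15 min compound preinc., RT. Start: 75uM H3(1-25), 70uM AcCoA, 50uM ThioGlo1. Read Ex340/Em540 at t=0 (autofluorescence flag) and t=20 min.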
DT40 TDP1 CPT: growth inhibition of DT40 Tdp1-/-;hTDP1 cells with camptothecin (screen for TDP1 inhibitors); 420,000 compounds, 12% hits; Potency, µM (top dose mostly 46.2 µM), for inactives: at the top dose activity change, negative = growth inhibition, hits mostly inhibitors; chicken DT40 Tdp1-/-;hTDP1 cells + 20 nM CPT, ATP luminescence, 48 h; AID 686979; also: nearly all actives have a fitted effect of over 55% in size
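Chicken DT40 Tdp1-/- cells complemented with human TDP1, 400 cells/well, exposed to compounds plus 20 nM camptothecin for at least 48 h at 37 C; viability read as ATP content by CellTiter-Glo luminescence.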
Numbers without * were called inactive; u = inconclusive; x = no result given; [ ] = another dose, or the depositor's remark. Calls follow the shape of the dose curve; as a rule, active = well fitted curve in the direction sought with a large enough effect; inconclusive = small, poorly fitted or top-dose-only effect, or another doubt; inactive = no such curve, though single readings can be large; an effect the other way counts as inactive or inconclusive. % is scaled to controls: 0 for no effect and ±100 for the full control effect; potency is read from the fitted curve at half-maximal effect.

SMILES	TDP1 cell noCPT	GCN5L2 inh	DT40 TDP1 CPT
Cc1cccc2cc(CN(CCN(C)C)C(=S)NCc3ccco3)c(=O)[nH]c12	u	39%[activator]	-12%
Cc1ccccc1CNC(=O)C(C)N(c1ccccc1)S(C)(=O)=O (centres undefined)	0%	1%	0%
O=C(Nc1ccc([N+](=O)[O-])cc1)/C(=C/c1cccc([N+](=O)[O-])c1)NC(=O)C1CCCCC1	u	-3%	u
O=C(CSc1nc2ccccc2nc1N1CCCCC1)Nc1ccc(F)cc1	u	u	-11%
CCc1cnc2c(c1SCc1cc(OC)cc(OC)c1)c(=O)n(C)c(=O)n2C	u	-5%	u
Cn1c(=O)[nH]c(=O)c2c1[nH]c(=S)n2Cc1ccccc1	27%	u	-2%
CC[C@]1(C(=O)OC)[C@H]2C(=O)N(C)C(=O)[C@H]2[C@H]2CN=C(SCC3CC3)N21	6%	2%	4%
COc1cc(/C=N/Nc2nc(N3CCCC3)nc(N3CCCC3)n2)ccc1OCc1ccccc1F	21µM*	-12%	16µM*
COC(=O)c1cncc(C)c1	-2%	-2%	-3%
O=C1CCCN1CCCNCCCn1cnc2c(OCc3ccccc3)ncnc21	0%	x	u
N#CCCn1cc(C(=O)Nc2ccccc2Br)c(-c2cc3ccccc3o2)n1	-116%	10%	u
Clc1ccc(-c2nc3ccc(Br)cn3c2Cc2ccsc2)cc1	16µM*	x	16µM*
COc1ccc(OC)c(NC(=O)CSc2nn3c(=O)c(C)nnc3s2)c1	9%	4%	-7%
CN(C)CC#CCC(O)(c1ccccc1)c1ccccc1	-27%	-4%	-16%
COc1ccc(C2=Nn3c(nnc3-c3cccnc3)SC2)cc1OC	-29%	-6%	u
Cc1ccc2nc(C3CCN(S(=O)(=O)c4ccc5ccccc5c4)CC3)[nH]c2c1	u	x	u
CSc1ccccc1C(=O)NCc1ccc(C)cc1	-12%	-8%	2%
CC(=O)NC(c1ccc(F)c(F)c1)c1nc(-c2cccc(C(C)C)c2)cs1 (centres undefined)	23µM*	x	16µM*
Nc1nc(SCc2nc(-c3ccccc3)no2)[nH]c(=O)c1-c1ccccc1	-9%	-5%	-3%
COc1ccccc1CN1CCCCC1C(=O)O (centres undefined)	u	-10%	-2%
COc1cc(/C=N/NC(=O)c2ccc([N+](=O)[O-])cc2Cl)cc(Br)c1O	-27%	-7%	1%
CCOc1ccc(C2CC(=O)Nc3c2c(=O)nc(SCc2ccccc2C)n3C)cc1OC (centres undefined)	5.8µM*	-2%	9.2µM*
O=C(CSc1nc(-c2ccco2)cc(C(F)(F)F)n1)N1CCN(Cc2ccccc2)CC1	u	-6%	u
CCCCCCN1C[C@H](O)[C@@H](n2cc(C3CC3)nn2)C[C@@H]1c1ccc(OC)cc1	u	x	u
COc1cc(/C=C(/C#N)C(=O)Nc2cc(C(F)(F)F)ccc2Cl)ccc1OCC(=O)Nc1cccc(C(F)(F)F)c1	23µM*	x	18µM*
COCCNC(=O)CN(C(=O)CCC(=O)Nc1ccccn1)c1ccc(OC)cc1	7%	-24%	7%
Cc1cc(C)c(NC(=S)NC(=O)c2ccc(-c3ccccc3)cc2)c(C)c1	21µM*	2%	u
CCOC(=O)c1cccc(NC(=O)c2nn(-c3ccc(OC)cc3)c(=O)c3c2c2ccccc2n3C)c1	-18%	-1%	-1%
Cn1c(Cn2c(=O)sc3ccccc32)nnc1SCC(=O)NC1CCCC1	-9%	-2%	16µM*
Nc1scn[n+]1Cc1cccc2cccnc12	-21%	-18%	-1%
Cc1ccccc1N(C=O)c1ccccc1C	-25%	x	-6%
CCOc1cc(C(=O)N2CCN=C2SC)cc(OCC)c1OCC	-1%	-2%	-7%
Cn1cccc1-c1nc2ccccc2[nH]1	0%	-7%	0%
COc1ccc(-c2c/c(=N\c3nc(-c4ccccc4)c(C)s3)c3ccccc3o2)cc1O	4.1µM*	-4%	5.8µM*
CCn1cc(CNC(=S)Nc2cccc(Cl)c2C)cn1	-1%	3%	-1%
O=C(NCCF)C1Nc2ccc(OC(F)(F)F)cc2C2C=CCC12 (centres undefined)	-24%	x	u
CCCC(=O)N1CCCC(c2cc(C(=O)NCc3cccnc3)no2)C1 (centres undefined)	-12%	x	-1%
Cn1c(CC(=O)Nc2ccccc2Cl)nnc1SCC(=O)NC1=NCCS1	u	0%	u
COc1cc(OC)cc(-c2nc3ccccc3s2)c1	-14%	-8%	-25%
CSc1nc(N)nc2c1ncn2CC(=O)N1CCN(c2ccccn2)CC1	-23%	-1%	-5%
O=C(NCc1ccc(F)cc1)C1CCN(c2cnccn2)CC1	u	-4%	18µM*
COC(=O)c1ccc2nc(-c3ccc(C#N)cc3)c(Cc3cccc(F)c3)n2c1	18µM*	x	15µM*
CCOC(=O)C1CCN(S(=O)(=O)c2cc(Br)cc3c2N(C(=O)C2CC2)CC3)CC1	-12%	-3%	u
Cc1ccc(N2C(=O)CSC23C(=O)N(CC(=O)NCCc2ccccc2)c2ccccc23)cc1 (centres undefined)	-6%	-5%	-22%
O=C(CCCc1ccccc1)NCc1cn2ccsc2n1	-18%	-12%	-6%

The closing four compounds of the section above lead into the next:
SMILES	TDP1 cell noCPT	GCN5L2 inh	DT40 TDP1 CPT
COC(=O)c1ccc2nc(-c3ccc(C#N)cc3)c(Cc3cccc(F)c3)n2c1	18µM*	x	15µM*
CCOC(=O)C1CCN(S(=O)(=O)c2cc(Br)cc3c2N(C(=O)C2CC2)CC3)CC1	-12%	-3%	u
Cc1ccc(N2C(=O)CSC23C(=O)N(CC(=O)NCCc2ccccc2)c2ccccc23)cc1 (centres undefined)	-6%	-5%	-22%
O=C(CCCc1ccccc1)NCc1cn2ccsc2n1	-18%	-12%	-6%
CCOC(=O)N1CCN(C(=O)CSc2ccc(-c3ccncc3)nn2)CC1	-4%	-6%	-8%
CC(C)c1ccc(S(=O)(=O)c2nnn3c2nc(N2CCN(C)CC2)c2sccc23)cc1	u	-5%	16µM*
O=C(NCc1cccc(Cl)c1)C1CCCN(c2nn3cc(-c4ccc(F)cc4)nc3s2)C1 (centres undefined)	23µM*	-4%	u
Cc1ccc(C)c(S(=O)(=O)n2cnc3ccccc32)c1	5%	-1%	-3%
CCOC(=O)c1cnc(-c2ccccc2)nc1Oc1ccc(Cl)cc1	u	2%	-8%
CC1(C)CC(=O)C(C=NCCN2CCN(C(=S)NC3CCCCC3)CC2)=C(O)C1	-14%	1%	-8%
CC(C)C(=O)NCC(c1ccc2c(c1)OCO2)N1CCOCC1 (centres undefined)	3%	-3%	15%
O=C(Cn1cnc2cc([N+](=O)[O-])ccc2c1=O)Nc1cccc2ccccc12	u	17%	u
Cc1ccc(NC2=NC(C(=O)Nc3ccc(C)c(C)c3)CC(=O)N2)cc1 (centres undefined)	-8%	-1%	0%
Nc1nc(N2CCN(C/C=C/c3ccccc3)CC2)nc2ccccc12	u	u	21µM*
Cc1ccccc1NC(=O)CSc1cn(CC(=O)N2CCCC2)c2ccccc12	u	-9%	u
COCCN(C(=O)Cn1nnc2ccccc21)C(C(=O)NC1CCCC1)c1cc(OC)ccc1OC (centres undefined)	u	-4%	u
CCOc1ccccc1NC(=O)N1CCCC(c2nc3c(nnn3Cc3ccc(C)cc3)c(=O)[nH]2)C1 (centres undefined)	u	-7%	29µM*
CCOC(=O)C(NC(=O)c1ccccc1F)(Nc1cc(C)on1)C(F)(F)F (centres undefined)	-9%	-5%	-16%
CCOC(=O)c1c(NC(=O)c2ccco2)sc2c1CCCCC2	29µM*	-11%	29µM*
Cc1cccc(COC(=O)Nc2ccc(NC(=O)c3ccccc3Cl)cc2)c1	u	4%	-24%
C=CCSc1nnc(COc2ccc(=O)n(-c3ccccc3)n2)n1CC	8%	-13%	8%
COc1ccc(-c2nc3ccccc3n3c(-c4cccc(C)c4)c4c(=O)n(C)c(=O)n(C)c4c23)cc1	-73%	4%	18µM*
Cc1ccccc1-c1nc(-c2ccccn2)no1	u	-9%	u
COc1ccc(CC(=O)NC(C)c2ccc(Cl)c(Cl)c2)cc1S(=O)(=O)N1CCOCC1 (centres undefined)	u	x	u
Cc1nnc(SCC2=C(C(=O)O)N3C(=O)C(NC(=O)C(C)n4nc(C(F)(F)F)cc4C)C3SC2)s1 (centres undefined)	-12%	3%	-7%
COc1ccc(N(CC(=O)N2CCN(c3ccc(Cl)cc3)CC2)S(=O)(=O)c2c(C)n[nH]c2C)cc1	u	-7%	u
COc1ccc(NS(=O)(=O)c2csc(C(N)=O)c2)cc1OC	-18%	-5%	3%
COc1ccccc1NC(=O)COc1cccc(-n2cnnn2)c1	3%	1%	2%
Cn1c(NCc2ccccc2)cc(=O)n(C)c1=O	-3%	-9%	-8%
CCN(C(=O)COC(=O)c1cnc(C)cn1)C1CCS(=O)(=O)C1 (centres undefined)	2%	-11%	21%
COC(C(=O)NNS(=O)(=O)c1ccc([N+](=O)[O-])cc1)c1ccccc1 (centres undefined)	-1%	1%	-15%
COc1ccc(/C=C(/NC(=O)c2ccco2)C(=O)NCCc2ccccc2)cc1	-6%	-5%	-3%
COc1c(Cl)cc(Cl)cc1C(=O)Nc1ccc(NC(C)=O)cc1	-15%	3%	0%
Cc1cc(C)c2c(CC(=O)Nc3ccc(Cl)cn3)coc2c1	u	-8%	-20%
O=C(NCCCN1CCOCC1)c1ccc2c(c1)N(Cc1ccccc1)C(=O)c1ccccc1S2=O (centres undefined)	0%	-5%	u
N#C/C(=C\c1ccc(F)cc1F)S(=O)(=O)c1ccccn1	-2%	-1%	14%
CCOc1cc(CN2CCCC(C(=O)c3cccc(C(F)(F)F)c3)C2)ccc1O (centres undefined)	26µM*	-12%	u
O=C(c1cc2ccccc2o1)N1CCCCCC1	-17%	0%	-18%
O=S(=O)(NC1CCCC1)c1ccccc1Br	-16%	-4%	-18%
COc1ccc(/C=N\NS(=O)(=O)c2ccc(Cl)cc2)cc1COc1ccccc1[N+](=O)[O-]	-21%	2%	5%
COc1ccc(OC)c(NC(=O)NC2(C(F)(F)F)Oc3ccccc3O2)c1	-14%	u	-17%
O=C(NCCc1nc2ccccc2n1Cc1ccc(Cl)cc1)c1ccccc1	u	0%	u
Cc1cccc(N2CCN(S(=O)(=O)c3cc(C(=O)Nc4ccc(Oc5ccccc5)cc4)ccc3F)CC2)c1C	u	0%	5.2µM*
O=C(Nc1cccnc1)c1noc2c1CCCC2	-16%	-4%	u
CN(C)c1ccc(CNCCC2(O)CCOC(C)(C)C2)cc1 (centres undefined)	-20%	2%	-4%
O=C(Cc1ccc(NC(=O)C2CCCN(C(=O)C3CCCCC3)C2)cc1)Nc1ccc(C(=O)N2CCOCC2)cc1 (centres undefined)	-6%	x	6%
Cc1ccc2nc(/C(C#N)=C\c3ccc(N4CCCCC4)c([N+](=O)[O-])c3)[nH]c2c1	10µM*	x	21µM*
O=S(=O)(Nc1cc(S(=O)(=O)N2CCOCC2)ccc1O)c1ccc2c(c1)OCCCO2	u	u	u
CCOc1ccc(C(C(=O)NCC2CCCO2)N(Cc2ccccc2)C(=O)c2snc(C(N)=O)c2N)cc1 (centres undefined)	u	-2%	u

Record cards, from the list above. Order of screens: TDP1 cell noCPT	GCN5L2 inh	DT40 TDP1 CPT
COc1ccc(OC)c(NC(=O)NC2(C(F)(F)F)Oc3ccccc3O2)c1 is listed with -14%	u	-17%
Cc1ccc2nc(/C(C#N)=C\c3ccc(N4CCCCC4)c([N+](=O)[O-])c3)[nH]c2c1 is listed with 10µM*	x	21µM*
O=C(c1cc2ccccc2o1)N1CCCCCC1 is listed with -17%	0%	-18%
O=C(Nc1cccnc1)c1noc2c1CCCC2 is listed with -16%	-4%	u
O=C(Cc1ccc(NC(=O)C2CCCN(C(=O)C3CCCCC3)C2)cc1)Nc1ccc(C(=O)N2CCOCC2)cc1 (centres undefined) is listed with -6%	x	6%

(continued)
SMILES	TDP1 cell noCPT	GCN5L2 inh	DT40 TDP1 CPT
Cc1cc(NC(=O)c2ocnc2C)no1	-9%	-3%	-1%
CCCC(=O)N1CCCC1(C)C(=O)NCc1ccc(SC)cc1 (centres undefined)	0%	x	11%
CCOc1ccc(C(=O)CN2C(=O)NC3(CCCCCC3)C2=O)cc1	u	0%	u
Cc1ccc(NC(=O)CCNS(=O)(=O)c2cc(Br)cnc2N)cc1Cl	u	-17%	u
CC(C)C(=O)NC(c1ccc(N(C)C)cc1)c1ccc2cccnc2c1O (centres undefined)	5.6µM*	x	4µM*
CO/N=C/NC(=O)c1cn(-c2ccc(F)cc2)c(=O)c2ccccc12	3%	8%	3%
